ABHD5-PLIN5 inh: ABHD5-PLIN5 protein interaction inhibition; 360,000 compounds, 0.78% hits; Split G. princeps luciferase complementation, luminescence, 4 h; Q00G26+Q8WTS1; AID 602281; inhibition, % at 4 µM;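 active means inhibition above the mean inhibition across every tested compound plus 3 SD, cut at about 22% in these data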;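 further: 0% = DMSO only wells and the 100% control is not disclosed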
NCOA3 inh: inhibitors of human steroid receptor coactivator 3 (SRC3) | inhibition, % at 3.6 µM | 360,000 compounds, 0.17% hits | HEK293 GAL4-SRC3 luciferase reporter, luminescence;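 active means inhibition above a per-campaign cutoff, the mean of all compounds plus 3 SD, cut at about 60% in these data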;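 further: 0% = DMSO-treated cells and 100% = gossypol-treated cells at 36 µM; higher means less SRC3-driven luciferase light from the GAL4 reporter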
COUP-TFII inh: NR2F2 (human) inhibition, primary screen; P24468; HEK293T NGFI-A luciferase reporter, luminescence; inhibition, % at 8.6 µM; 370,000 compounds, 0.7% hits; AID 686940;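 active means inhibition above a per-plate cutoff, mean inhibition of test wells between control levels plus 3 SD, cut at about 38% in these data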;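 further: cells cotransfected with COUP-TFII expression vector driving the NGFI-A reporter; 0% = median of COUP-TF2 test wells and 100% = reporter-only cells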
NCOA1 inh: inhibitors of human steroid receptor coactivator 1 (SRC1). HEK293 GAL4-SRC1 luciferase reporter, luminescence. AID 588354. 360,000 compounds, 0.12% hits. inhibition, % at 3.6 µM;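 active means inhibition above the campaign mean plus 3 SD, with each screening campaign given its own cutoff, cut at about 60% in these data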;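 further: 0% = DMSO treated cells and 100% = gossypol at 36 µM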
LRH-1 inv ag: inverse agonists of human LRH-1 (NR5A2); 360,000 compounds, 0.13% hits; HEK293T StAR-luciferase reporter, LRH-1 transfected, 24 h; AID 602396; inhibition, % at 3.6 µM;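 active means inhibition above the mean inhibition of all tested compounds plus 3 SD, cut at about 73% in these data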;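 further: 0% = DMSO wells and 100% = reporter-only cells lacking LRH-1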
TWEAK Fn14 block: TWEAK-Fn14 signaling inhibition; 360,000 compounds, 2% hits; inhibition, % at 10 µM; TWEAK-stimulated Fn14 reporter cells, luciferase luminescence, 8 h; in the data active means inhibition above about 50%
Granule exo inh: lytic granule exocytosis inhibition. 360,000 compounds, 0.66% hits. inhibition, % at 10 µM. TALL-104 LAMP-1 surface exposure, flow cytometry; cells stimulated with thapsigargin and PMA;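 active means inhibition above about 55%, limit read from the data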
TROY NFkB inh: inhibitors of TROY-dependent NF-kB signaling; 360,000 compounds, 0.98% hits; Q293 LMP1-TROYcd NF-kB luciferase reporter, 4 h; inhibition, % at 10 µM;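 active means compounds whose plate-normalised and pattern-corrected inhibition of the luciferase reporter signal at the single screening dose is 50% or more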
NOD2 RIPK2 PPI: inhibitors of human NOD2-RIPK2 interaction | O43353 | CHO BLA complementation NOD2-RIPK2, CCF4 ratio | inhibition, % at 4.98 µM | 360,000 compounds, 0.38% hits | AID 624267; in the data active means inhibition above about 21%;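 further: 0% = vehicle only and 100% = reference blocker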
TLR9-MyD88 block: TLR9-MyD88 interaction inhibition; Q9NR96+Q99836; inhibition, % at 4.98 µM; CHO BLA complementation TLR9-MyD88, CCF4 FRET ratio; 340,000 compounds, 0.21% hits; AID 504734;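 active means inhibition above the mean over all tested compounds plus 3 SD, cut at about 21% in these data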;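 further: 0% = DMSO only wells and 100% = clavulanate BLA inhibitor control wells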
Target sequence (Q99836 whole entry, looked up): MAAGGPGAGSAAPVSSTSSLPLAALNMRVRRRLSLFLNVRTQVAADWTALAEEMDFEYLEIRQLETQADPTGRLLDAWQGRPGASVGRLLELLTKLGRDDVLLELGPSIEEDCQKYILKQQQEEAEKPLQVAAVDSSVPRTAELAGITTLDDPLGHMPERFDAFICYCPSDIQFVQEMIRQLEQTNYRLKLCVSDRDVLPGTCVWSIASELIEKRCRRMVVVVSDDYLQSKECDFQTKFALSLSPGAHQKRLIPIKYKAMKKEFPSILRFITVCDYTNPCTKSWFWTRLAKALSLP
Target sequence (Q9NR96 whole entry, looked up): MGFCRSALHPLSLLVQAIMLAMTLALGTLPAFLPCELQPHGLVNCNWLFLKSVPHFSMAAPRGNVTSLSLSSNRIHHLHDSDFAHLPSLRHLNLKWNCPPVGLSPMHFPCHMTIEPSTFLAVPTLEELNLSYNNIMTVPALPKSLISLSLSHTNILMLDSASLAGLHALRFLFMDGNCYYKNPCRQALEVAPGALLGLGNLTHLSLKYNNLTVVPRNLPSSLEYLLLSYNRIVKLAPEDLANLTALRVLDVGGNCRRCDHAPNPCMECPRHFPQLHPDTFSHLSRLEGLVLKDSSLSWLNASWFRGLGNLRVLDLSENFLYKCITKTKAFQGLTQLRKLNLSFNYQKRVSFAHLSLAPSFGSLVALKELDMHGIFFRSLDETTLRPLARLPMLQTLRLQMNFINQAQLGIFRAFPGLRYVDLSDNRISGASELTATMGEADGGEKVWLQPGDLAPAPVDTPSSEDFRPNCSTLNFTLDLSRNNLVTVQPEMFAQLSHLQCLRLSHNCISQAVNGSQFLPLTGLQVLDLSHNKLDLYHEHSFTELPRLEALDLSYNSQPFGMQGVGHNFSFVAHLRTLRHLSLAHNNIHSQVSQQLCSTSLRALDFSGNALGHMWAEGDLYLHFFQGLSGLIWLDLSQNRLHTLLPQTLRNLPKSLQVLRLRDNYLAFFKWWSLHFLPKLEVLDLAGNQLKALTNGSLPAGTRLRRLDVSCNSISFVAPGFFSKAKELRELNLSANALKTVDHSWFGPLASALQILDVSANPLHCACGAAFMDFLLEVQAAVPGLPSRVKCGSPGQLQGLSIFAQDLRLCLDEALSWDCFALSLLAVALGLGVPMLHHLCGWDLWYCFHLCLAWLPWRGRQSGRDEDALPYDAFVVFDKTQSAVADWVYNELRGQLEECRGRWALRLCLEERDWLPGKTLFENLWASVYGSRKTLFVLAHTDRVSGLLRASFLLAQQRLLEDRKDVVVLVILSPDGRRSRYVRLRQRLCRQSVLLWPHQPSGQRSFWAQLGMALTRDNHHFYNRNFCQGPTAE
SRC2 inh: human SRC2 (NCOA2) inhibition. Q15596. HEK293 GAL4-SRC2 luciferase reporter, luminescence. inhibition, % at 9 µM. 370,000 compounds, 0.17% hits;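 active means inhibition above the mean inhibition of all tested compounds plus 3 SD, set per campaign, cut at about 52% in these data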;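 further: 0% = DMSO treated cells and 100% = cells given Gossypol at 36 µM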
* = called active by the depositor; . = not tested or not shown.

smiles	NCOA1 inh	Granule exo inh	LRH-1 inv ag	TWEAK Fn14 block	COUP-TFII inh	NCOA3 inh	ABHD5-PLIN5 inh	NOD2 RIPK2 PPI	SRC2 inh	TROY NFkB inh	TLR9-MyD88 block
COc1ccccc1-c1cnc(C(O)c2cccc(CN3CCCCC3)c2)[nH]1 (stereo unspecified)	-19	12	-18	-3	-7	-16	1	-4	-10	15	.
O=C(c1cc(COc2ccc(F)cc2Cl)on1)N1CCC(OCc2cccnc2)CC1	-3	2	8	-1	-8	14	-2	-6	10	-1	2
COc1ccccc1N(C)S(=O)(=O)c1ccc(C(=O)OCC(=O)Nc2cc(C)on2)cc1	9	-2	-5	-1	-11	13	-1	9	18	-23	-1
CCc1nc2ccc(C(=O)NCCCN3CCCC3=O)cn2c1N(CCC(C)C)CCN(C)C	8	0	6	-19	-12	-7	3	1	1	0	.
O=C(NCCCCc1ccccc1)C12CN(Cc3ccccc3)CC1C(c1ccc([N+](=O)[O-])cc1)=NO2 (stereo unspecified)	7	12	0	4	-10	8	-7	0	-19	-34	-7
Cn1nnc(NC(=O)CSc2ncn[nH]2)n1	12	0	12	0	14	8	3	-12	-14	14	10
O=C(COc1ccc2ccccc2c1)NCCn1ccc2ccccc21	-20	-1	9	-1	3	1	-7	-4	12	3	-3
CCOC(=O)C1=C(COC(=O)C2CC(=O)N(c3ccc(C)cc3)C2)NC(=O)NC1C (stereo unspecified)	3	4	6	0	-4	-20	2	-3	10	-5	-4
O=C(c1ccccn1)C1CCCN(Cc2nc(Cc3cccc(F)c3)no2)C1 (stereo unspecified)	-16	-6	-6	11	3	14	-1	-17	12	5	-3
COC(=O)c1[nH]c2ccccc2c1NS(=O)(=O)c1ccc(F)c(C)c1	-8	-2	-7	0	-3	7	-3	-1	-34	1	3
CN1C(=O)CC(N2CCN(C(=O)c3ccccc3)CC2)C1=O (stereo unspecified)	-17	0	7	-2	8	4	1	1	-3	-1	-4
COCCn1c(SCC(=O)Nc2ccc(NC(=O)c3ccco3)c(OC)c2)nc2ccccc2c1=O	-5	94*	7	9	-6	-4	8	-1	-9	-3	-6
Cc1ccc(NC(=O)C2CCCN(S(=O)(=O)c3ccc4[nH]c(=O)ccc4c3)C2)cc1C (stereo unspecified)	3	8	12	-20	-4	16	4	-11	2	22	-22
COC(=O)c1ccccc1NC(=O)CSc1nnc(-c2cccnc2)n1N	1	0	1	14	-13	0	-4	-1	-5	15	-1
Cc1cc2c(cc1S(=O)(=O)NCC(C)c1ccccc1)n(C)c(=O)c(=O)n2C (stereo unspecified)	0	21	9	-12	18	-5	-3	1	2	13	-9
CCc1ccc(NC(=O)[C@H](Cc2ccccc2)NC(=O)C2CCN(C(=O)[C@@H](N)CC(C)C)CC2)cc1	-5	-3	19	-13	12	-14	1	15	7	-13	-7
Cc1nc(CCNC(=O)C2CCC(=O)N(Cc3cccc(F)c3)C2)sc1C (stereo unspecified)	1	-2	-3	9	-19	10	1	-1	-3	-16	-11
CCN(CC(=O)Nc1c(F)cccc1F)C(=O)Cc1ccc2c(c1)OCCO2	-7	0	-1	13	-14	15	-1	-19	15	19	-4
CN(C(=O)Cc1ccccc1)n1cnnc1	-12	4	0	-3	-11	-13	-4	0	1	2	-7
CCOc1ccc(NC(=O)Cn2cncc2-c2ccc([N+](=O)[O-])cc2)cc1	-37	1	-4	0	9	-5	-5	-6	-12	-15	-4
Cc1ccc(NC(=O)NCCCl)cc1S(=O)(=O)N1CCOCC1	-7	8	-3	-15	-1	24	-2	3	16	4	-3
O=C(COC(=O)CCc1c[nH]c(=O)[nH]1)Nc1ccccc1	-20	16	8	-5	-4	-15	0	0	-29	-9	-5
COc1cc(OC)c(OC)cc1CN1CCN(Cc2cccn2C)CC1	0	0	-1	0	5	-7	-1	-5	-13	-20	-5
O=C(O)c1ccc(S(=O)(=O)c2ccc(Sc3ccc(C(=O)O)c(C(=O)O)c3)cc2)cc1	-2	1	7	-7	-1	15	-2	1	-44	-4	-1
Cc1cc(NC(=O)Cc2cccs2)no1	-12	0	16	-1	-2	-12	0	-5	11	0	11
CC(=O)Nc1ccc(NC(=O)c2c([N+](=O)[O-])c(C(C)(C)C)nn2C)cc1	17	-5	-11	8	5	-19	5	10	15	0	-6
O=C(COc1ccccc1)NC(NC(=S)Nc1ccccc1O)C(Cl)(Cl)Cl (stereo unspecified)	-18	1	11	1	-10	15	-13	-2	5	8	-9
COCCNC(=O)Cn1cnc2c(cnn2-c2ccc(C)cc2)c1=O	6	-11	0	23	1	0	-2	-4	6	0	-6
O=C1NC(NS(=O)(=O)c2ccc(Cl)cc2)(C(F)(F)F)C(=O)N1c1ccccc1 (stereo unspecified)	14	1	11	6	-2	8	-3	2	-18	0	-1
CC1(C)Cc2c(cnn2-c2ccc(F)cc2)C(NC(=O)CCN2CCCC2=O)C1 (stereo unspecified)	-32	0	-16	-33	-1	-14	1	3	-10	-41	-2
CCOC(=O)c1ccc(NC(=O)c2ccc(NS(C)(=O)=O)cc2)cc1	-12	12	-5	19	-16	-8	-6	-7	-25	1	5
CCCC(CCC)c1nc2ccncc2[nH]1	-15	-1	-9	3	-10	-4	-6	2	4	12	2
CCCCN1C(=O)C(CC(=O)NCCc2ccccn2)CC(C(=O)N(CC)CC)=C1C (stereo unspecified)	-4	-4	-17	4	-25	2	2	-7	-28	4	-10
C/C(=N\Nc1nc(N2CCCCC2)nc(N2CCOCC2)n1)c1cccs1	-13	-1	17	-17	-7	1	-1	4	-13	1	6
Nc1nc(N)c2cc([N+](=O)[O-])ccc2n1	-5	1	-4	-9	6	1	1	-7	-11	2	5
Fc1ccc2c(c1)C(c1ccc(N3CCOCC3)cc1)=NNC(c1cccs1)=N2	0	-1	-25	-13	.	3	1	-3	.	-16	1
Cc1cc(C)cc(CC2CC(=O)N(c3cc(C)on3)C2=O)c1 (stereo unspecified)	-3	0	6	-11	-17	14	-3	-2	-12	-12	-1
COc1ccccc1N(CC(=O)Nc1c(C)n(C)n(-c2ccccc2)c1=O)S(=O)(=O)c1ccccc1	4	-3	2	13	-16	0	-3	-5	-27	3	1
CCNC(=S)N1CCN(CCN=CC2=C(O)CC(c3ccco3)CC2=O)CC1 (stereo unspecified)	6	2	23	-3	5	20	1	-2	11	-4	-1
CC1NC(=O)NC1CCCCCC(=O)Nc1ccc(F)c(Cl)c1 (stereo unspecified)	-22	0	17	-3	-10	11	-5	0	-37	6	7
N#CNC(=Nc1ccc(F)cc1)SCc1ccccc1	10	-2	-6	0	-21	1	-1	-7	-1	-2	-3
COc1ccc(C(=O)C(=O)N2CCC(Cc3ccccc3)CC2)cc1OC	.	-5	28	.	5	.	-1	-11	-1	.	.
COc1ccccc1C(=O)N/N=C/C(C)=C/c1ccccc1	-88	20	-36	-36	-27	-16	5	-7	-2	-25	2
O=C1CCCN1CCCNc1nc2c(S(=O)(=O)c3ccc(Br)cc3)nnn2c2ccccc12	-9	-14	5	-17	-19	1	4	-11	10	-19	0
Cc1cc(NC(=O)CSc2nc(-c3ccccc3)cs2)no1	-16	0	-4	0	0	14	-1	1	-3	3	-2
CC(C(=O)Nc1ncccn1)(c1ccccc1)c1ccccc1	15	-1	10	5	5	4	-7	1	2	9	0
CC(C)(O)C#Cc1ccc(CN2CCCC(CO)(Cc3cccc(Cl)c3)C2)cc1 (stereo unspecified)	-14	-1	15	18	23	26	1	8	9	16	3
CCCCn1c(N)nc2ccccc21	16	0	-7	4	11	25	-1	0	10	-1	-3
O=C(O)CCCn1c(=O)c2cccn2c2ccc(F)cc21	4	0	2	14	12	11	2	-3	-10	5	-5
N/C(CN1CCCC1=O)=N\OC(=O)c1ccc(Cl)cc1	-1	-8	-27	1	-9	0	-5	-1	-3	-15	-2
NC(=O)N/N=C/c1ccc(-n2nncc2-c2ccc(Cl)cc2)cc1	-2	-5	-2	3	-6	-6	-6	-3	20	17	-4
Cn1c(SCc2nc(-c3ccc(Cl)cc3)no2)nnc1-c1ccccc1	-8	1	15	-13	14	18	1	-5	8	15	1
Oc1ccccc1-c1cc(C(F)(F)C(F)F)nc(-c2ccccc2)n1	-1	-2	-4	2	18	7	3	-9	12	-3	-9
CCCCOc1ccc(C(=O)NCC(=O)OCC(=O)N2CCN(S(=O)(=O)c3ccc(C)cc3C)CC2)cc1	7	-1	7	8	13	-4	-4	-16	17	5	-3
O=c1ccc(S(=O)(=O)N2CCC(Cc3ccccc3)CC2)c[nH]1	0	-2	-8	-5	3	-29	-3	3	-2	-3	-6
O=C(/C=C/c1ccc(S(=O)(=O)N2CCOCC2)cc1)NCc1ccc(Cl)cc1	8	-2	3	22	27	2	-2	6	-10	19	6

Compound activity deposited in PubChem BioAssay by several laboratories.

Not all compounds are listed; count on the stated rates, not on these rows.
